Mtb BioA inh – M. tuberculosis BioA enzyme inhibitors, primary screen, biochemical, plate reader, single point, HTS; 7,8-diaminopelargonic acid synthase BioA (Mycobacterium tuberculosis); purified M. tuberculosis BioA enzyme; inhibition, % at 9.99 µM; 360,000 compounds, 0.096% hits; AID 602481, 2012; in the data active = inhibition above about 40%
Numbers without * were called inactive. An excerpt; the hit share may differ from the screen's.

mol	Mtb BioA inh
CCCC#Cc1ccc([C@H]2[C@H](CO)N3CCCCN(CC4CCOCC4)C[C@@H]23)cc1	2.4
CN(C)C(=O)c1ccc(-c2ccc([C@H]3[C@@H](CO)N4CCCCN(CCC(F)(F)F)C[C@H]34)cc2)cc1	1.4
O=C(C1CCCC1)N1C[C@@H]2[C@H](c3ccccc31)[C@@H](CO)N2C(=O)c1cccnc1	-3.9
CC=Cc1ccc2n(c1=O)C[C@H]1[C@H](CO)[C@@H](C(=O)Nc3ccc(-c4ccccc4)cc3)N(C)[C@@H]21 (mixture of isomers)	-1.1
C/C=C/c1ccc([C@H]2[C@@H](CO)N3CCCCN(C(=O)Nc4ccccc4F)C[C@H]23)cc1	6.4
CO[C@H]1CN(C)C(=O)c2ccc(NC(C)=O)cc2OC[C@H](C)N(C(=O)C2CCC2)C[C@H]1C	-3.7
CCCN1[C@@H]2c3ccc(C4=CCCCC4)c(=O)n3C[C@@H]2[C@@H](CO)[C@@H]1C(=O)NC1Cc2ccccc2C1	2.1
C[C@H](CO)N1C[C@H](C)[C@@H](CN(C)S(=O)(=O)c2ccccc2)OCCCC[C@H](C)Oc2ccc(NS(=O)(=O)c3cccs3)cc2C1=O	0.5
C[C@H]1CN([C@@H](C)CO)C(=O)c2cc(-c3cccnc3)cnc2O[C@H]1CN(C)C	-1.3
O=C(C[C@@H]1CC[C@@H](NC(=O)CCN2CCCCC2)[C@H](CO)O1)NCc1ccc(Cl)c(Cl)c1	-0.1
O=S(=O)(N[C@@H]1CC[C@H](CCn2cc(Cc3ccccc3)nn2)O[C@H]1CO)c1ccccc1F	-0.2
C[C@H]1CN([C@@H](C)CO)S(=O)(=O)c2ccc(/C=C/c3ccccc3)cc2O[C@@H]1CN(C)C(=O)c1ccc2c(c1)OCO2	1.6
O=C(Nc1ccccc1F)N[C@H]1C=C[C@@H](CC(=O)N2CCCCC2)O[C@H]1CO	3.3
C[C@H](CO)N1C[C@H](C)[C@H](CN(C)Cc2ccc(C(=O)Nc3ccccc3N)cc2)Oc2ccc(NC(=O)Nc3ccc4c(c3)OCO4)cc2C1=O	-2.0
CC=Cc1ccc2n(c1=O)C[C@H]1[C@H](CO)[C@@H](C(=O)NCC3CC3)N(Cc3ccccn3)[C@@H]21 (mixture of isomers)	-1.1
CCc1cnc(N2[C@H](CO)[C@H](c3ccc(C4=CCCCC4)cc3)[C@@H]2C#N)s1	1.7
O=C(C[C@H]1CC[C@H]2[C@@H](COC[C@H](O)CN2CC2CCOCC2)O1)NCc1ccc(Cl)cc1	-0.6
COCCOC(=O)N1C(=O)[C@@]2(c3cc(C#CCC(C(=O)OC)C(=O)OC)ccc31)[C@H](c1ccccc1OCCO)N1[C@H](c3ccccc3)[C@H](c3ccccc3)OC(=O)[C@H]1[C@@H]2C(=O)N1CCN(c2ncccn2)CC1	-1.7
O=C(C[C@@H]1CC[C@@H](NS(=O)(=O)c2ccccc2)[C@@H](CO)O1)NCc1ccc(Cl)c(Cl)c1	1.1
O=C(C[C@H]1CC[C@@H]2[C@H](COC[C@H](O)CN2C(=O)c2ccccc2F)O1)NCc1ccc(F)cc1	-1.1
CN1CCN(C(=O)C[C@@H]2C=C[C@H](NC(=O)c3ccc4c(c3)OCO4)[C@H](CO)O2)CC1	4.5
C[C@H](CO)N1C[C@H](C)[C@H](CN(C)C(=O)C2CCC2)Oc2ncc(C3=CCCC3)cc2C1=O	-1.6
CN1C(=O)c2cc(NC(=O)Nc3ccccc3F)ccc2OC[C@@H]2O[C@H](CC(=O)NCc3ccc(-c4ccccc4)cc3)CC[C@H]21	-3.1
CC(C)C#Cc1ccc2c(c1)O[C@H](CN(C)Cc1cccnc1)[C@H](C)CN([C@H](C)CO)S2(=O)=O	0.7
Cc1noc(C)c1S(=O)(=O)Nc1cccc2c1O[C@H](CN(C)Cc1ccc3c(c1)OCO3)[C@H](C)CN([C@@H](C)CO)C2=O	1.5
COc1ccc(NC(=O)Nc2ccc3c(c2)C(=O)N([C@H](C)CO)C[C@H](C)[C@H](CN(C)C(=O)Nc2c(C)noc2C)O3)cc1	3.2
CO[C@H]1CN(C)C(=O)c2ccc(NC(=O)C3CC3)cc2OC[C@H](C)N(C(=O)NC(C)C)C[C@H]1C	-1.9
CNC(=O)C[C@@H]1CC[C@H]2[C@@H](COc3ccc(NC(=O)Nc4ccc(F)cc4)cc3C(=O)N2C)O1	1.4
CC(C)C#Cc1cnc2c(c1)C(=O)N([C@@H](C)CO)C[C@H](C)[C@@H](CN(C)C(=O)Nc1cc(F)ccc1F)O2	4.7
COc1ccc(NC(=O)N(C)C[C@@H]2OCCCC[C@@H](C)Oc3ccc(NS(=O)(=O)c4ccccc4)cc3C(=O)N([C@H](C)CO)C[C@@H]2C)cc1	3.1

Of the compounds above, these have a Cl atom.
mol	Mtb BioA inh
O=C(C[C@@H]1CC[C@@H](NC(=O)CCN2CCCCC2)[C@H](CO)O1)NCc1ccc(Cl)c(Cl)c1	-0.1
O=C(C[C@H]1CC[C@H]2[C@@H](COC[C@H](O)CN2CC2CCOCC2)O1)NCc1ccc(Cl)cc1	-0.6
O=C(C[C@@H]1CC[C@@H](NS(=O)(=O)c2ccccc2)[C@@H](CO)O1)NCc1ccc(Cl)c(Cl)c1	1.1

The listing picks up, repeating the two entries before the break.
mol	Mtb BioA inh
CC(C)C#Cc1cnc2c(c1)C(=O)N([C@@H](C)CO)C[C@H](C)[C@@H](CN(C)C(=O)Nc1cc(F)ccc1F)O2	4.7
COc1ccc(NC(=O)N(C)C[C@@H]2OCCCC[C@@H](C)Oc3ccc(NS(=O)(=O)c4ccccc4)cc3C(=O)N([C@H](C)CO)C[C@@H]2C)cc1	3.1
COCC(=O)N1CCCCN2[C@@H](CO)[C@@H](c3ccc(C#Cc4ccc(OC)cc4)cc3)[C@@H]2C1	1.5
O=C(C[C@@H]1CC[C@@H]2[C@H](COC[C@H](O)CN2Cc2cc(F)cc(F)c2)O1)Nc1nccs1	0.1
CN(C[C@@H]1N[C@H](CO)[C@@H]1c1ccc(C2=CCCC2)cc1)S(C)(=O)=O	-0.4
COc1ccc(CN(C)C[C@@H]2Oc3ccc(NC(=O)NC(C)C)cc3C(=O)N([C@@H](C)CO)C[C@@H]2C)cc1	-1.4
CO[C@@H]1CN(C)C(=O)c2cc(NC(C)=O)ccc2OC[C@@H](C)N(Cc2ccc(F)cc2)C[C@@H]1C	2.8
C[C@H](CO)N1C[C@H](C)[C@@H](CN(C)Cc2ccc(-c3ccccc3)cc2)Oc2ccc(NC(=O)C3CCCCC3)cc2C1=O	-1.8
C[C@@H]1CN([C@@H](C)CO)C(=O)c2cc(NS(=O)(=O)c3cn(C)cn3)ccc2O[C@@H](C)CCCCO[C@@H]1CN(C)Cc1ccccc1	-0.4
O=C(C[C@H]1CC[C@H](NC(=O)c2ccccc2)[C@H](CO)O1)NCc1ccncn1	-0.4
Cc1ccc(S(=O)(=O)N(C)C[C@@H]2Oc3c(NC(=O)Nc4c(C)noc4C)cccc3C(=O)N([C@@H](C)CO)C[C@@H]2C)cc1	0.7
CO[C@@H]1CN(C)C(=O)c2cc(NC(=O)NC(C)C)ccc2OC[C@H](C)N(Cc2ccc(-c3ccccn3)cc2)C[C@@H]1C	0.9
CC(C)c1cn(CC[C@H]2CC[C@H](NC(=O)C3CCC3)[C@H](CO)O2)nn1	-0.7
CO[C@H]1CN(C)C(=O)c2cc(NC(C)=O)ccc2OC[C@@H](C)N(C(=O)c2ccc(F)cc2)C[C@@H]1C	-1.5
CNC(=O)C[C@H]1CC[C@H]2[C@@H](COc3ccc(NC(=O)NC4CCCC4)cc3C(=O)N2C)O1	0.1
CCCN1[C@H](C(=O)NCC2CC2)[C@@H](CO)[C@@H]2Cn3c(ccc(/C=C/c4ccccc4)c3=O)[C@@H]21	1.8
CC(C)C#Cc1cnc2c(c1)C(=O)N([C@@H](C)CO)C[C@@H](C)[C@H](CN(C)C(=O)c1ccccn1)O2	1.4
O=C(c1ccccn1)N1C[C@@H]2[C@H](c3ccccc31)[C@H](CO)N2C(=O)C1CC1	-1.3
COc1ccccc1NC(=O)N[C@@H]1CC[C@@H](CC(=O)N[C@H](C)c2ccccc2)O[C@H]1CO	1.5
C[C@@H]1CN([C@@H](C)CO)C(=O)c2cc(NC(=O)Nc3ccccc3)ccc2O[C@H]1CN(C)S(=O)(=O)c1ccc(Cl)cc1	1.5
COc1ccc(S(=O)(=O)Nc2ccc3c(c2)CC(=O)N([C@H](C)CO)C[C@H](C)[C@H](CN(C)C)O3)cc1	1.1
COc1ccc(S(=O)(=O)N(C)C[C@@H]2OCCCC[C@@H](C)Oc3ccc(NC(=O)Nc4cccc5ccccc45)cc3C(=O)N([C@@H](C)CO)C[C@H]2C)cc1	-0.9
CC(C)NC(=O)N(C)C[C@H]1OCCCC[C@@H](C)Oc2ccc(NS(=O)(=O)c3ccc(Cl)cc3)cc2C(=O)N([C@@H](C)CO)C[C@@H]1C	1.2
N#Cc1cccc(-c2ccc3c(c2)[C@H]2[C@H](CCN2C(=O)CN2CCOCC2)[C@@H](CO)N3)c1	1.6
Cc1ccc(-c2ccc3c(c2)O[C@H](CN(C)S(C)(=O)=O)[C@H](C)CN([C@@H](C)CO)S3(=O)=O)cc1	0.9
Cc1noc(C)c1NC(=O)Nc1cccc2c1O[C@H](CN(C)Cc1ccc(Cl)c(Cl)c1)[C@H](C)CN([C@@H](C)CO)C2=O	1.6
C[C@H](O)C#Cc1cnc2c(c1)C(=O)N([C@H](C)CO)C[C@@H](C)[C@H](CN(C)Cc1cccc(C(=O)O)c1)O2	-2.7
C/C=C/c1ccc([C@H]2[C@@H](CO)N3CCCCN(S(=O)(=O)c4ccc(OC)cc4)C[C@H]23)cc1	-4.7
COc1cccc(S(=O)(=O)N(C)C[C@H]2Oc3ncc(C#CCN(C)C)cc3C(=O)N([C@H](C)CO)C[C@@H]2C)c1	-3.2
COc1ccc(S(=O)(=O)N[C@@H]2CC[C@H](CC(=O)NCCc3ccncc3)O[C@@H]2CO)cc1	-3.4
Cc1noc(C)c1NC(=O)Nc1ccc2c(c1)C(=O)N([C@@H](C)CO)C[C@@H](C)[C@H](CN(C)C(=O)CCCN(C)C)OCCCC[C@H](C)O2	0.8
CCS(=O)(=O)N1[C@H](C#N)[C@@H](c2ccc(C#CC(C)C)cc2)[C@H]1CO	-1.2

> CCCNC(=O)C[C@@H]1CC[C@@H]2[C@H](COC[C@@H](O)CN2Cc2cccc(F)c2)O1
- Mtb BioA inh: 0.4
> C[C@@H]1CN([C@H](C)CO)C(=O)Cc2cc(NC(=O)NC3CCCCC3)ccc2O[C@H]1CN(C)C
- Mtb BioA inh: -3.4
> CCCNC(=O)N1C[C@H]2[C@@H](c3ccccc31)[C@H](CO)N2Cc1ccc(F)cc1
- Mtb BioA inh: 2.0
> CCN(C[C@@H]1[C@@H](c2ccccc2)[C@H](CO)N1C(C)=O)C(=O)NC(C)C
- Mtb BioA inh: 3.0
> C[C@H]1CN([C@@H](C)CO)C(=O)Cc2cc(NC(=O)Cn3cnnn3)ccc2O[C@@H]1CN(C)Cc1ccncc1
- Mtb BioA inh: 8.5
> COc1ccc(NC(=O)N(C)C[C@H]2OCCCC[C@H](C)Oc3ccc(NC(=O)Nc4ccc(F)cc4)cc3C(=O)N([C@@H](C)CO)C[C@H]2C)cc1
- Mtb BioA inh: 0.4
> O=C(C[C@H]1C=C[C@H](NC(=O)Nc2cc(F)ccc2F)[C@@H](CO)O1)NCc1ccc2c(c1)OCO2
- Mtb BioA inh: -1.6
> CO[C@H]1CN(C)C(=O)c2cc(NC(=O)C3CC3)ccc2OC[C@@H](C)N(Cc2ccc(F)cc2)C[C@H]1C
- Mtb BioA inh: -1.1
> C[C@H]1CN([C@@H](C)CO)C(=O)Cc2cc(NC(=O)Cc3ccccc3)ccc2O[C@@H]1CN(C)C
- Mtb BioA inh: -2.6
> O=C(Nc1cc(F)ccc1F)N[C@@H]1CC[C@@H](CCn2cc(C3CC3)nn2)O[C@@H]1CO
- Mtb BioA inh: 1.8

> CCCC(=O)Nc1ccc2c(c1)OC[C@H](C)N(C(=O)c1ccccn1)C[C@H](C)[C@@H](OC)CN(C)C2=O
- Mtb BioA inh: -2.2
> COc1ccc(CN(C)C[C@@H]2OCCCC[C@@H](C)Oc3ccc(NC(=O)NC4CCCCC4)cc3C(=O)N([C@H](C)CO)C[C@H]2C)cc1
- Mtb BioA inh: 5.8
> C[C@@H]1CN([C@H](C)CO)C(=O)c2cc(NC(=O)Nc3ccc(F)cc3)ccc2O[C@@H]1CN(C)Cc1ccc(Oc2ccccc2)cc1
- Mtb BioA inh: -2.3
> COCCNC(=O)C[C@@H]1CC[C@H]2[C@@H](COc3ccc(NC(=O)Nc4ccccc4)cc3C(=O)N2C)O1
- Mtb BioA inh: 0.1
> CCCNC(=O)C[C@H]1C[C@@H]2c3cc(NC(=O)c4ccc5c(c4)OCO5)ccc3O[C@@H]2[C@H](CO)O1
- Mtb BioA inh: -0.7
> C[C@@H]1CN([C@H](C)CO)C(=O)Cc2cc(NC(=O)Nc3ccccc3)ccc2O[C@H]1CN(C)S(=O)(=O)c1cccs1
- Mtb BioA inh: -1.2
> CC(C)CC#Cc1cnc2c(c1)C(=O)N([C@@H](C)CO)C[C@@H](C)[C@@H](CN(C)C(=O)Cc1ccccc1)O2
- Mtb BioA inh: -1.6
> O=C(Cc1ccccn1)NCC[C@H]1CC[C@H](NC(=O)CN2CCOCC2)[C@H](CO)O1
- Mtb BioA inh: -4.5
> C=CC1C2C(C)=CC(C3C(=O)N(C)C(=O)C32)N1Cc1ccc(OC)cc1 (stereo not drawn)
- Mtb BioA inh: -0.8
> C[C@@H]1CCCCO[C@@H](CN(C)Cc2ccc(C(=O)O)cc2)[C@H](C)CN([C@H](C)CO)C(=O)c2cc(NC(=O)Nc3ccc(F)cc3)ccc2O1
- Mtb BioA inh: 2.5

A few values from the entries so far:
For Mtb BioA inh, COc1ccc(CN(C)C[C@@H]2OCCCC[C@@H](C)Oc3ccc(NC(=O)NC4CCCCC4)cc3C(=O)N([C@H](C)CO)C[C@H]2C)cc1 is entered as 5.8
For Mtb BioA inh, O=C(Cc1ccccn1)NCC[C@H]1CC[C@H](NC(=O)CN2CCOCC2)[C@H](CO)O1 is entered as -4.5

Source: PubChem BioAssay
